Screening results as filed in PubChem BioAssay.
VLA-4 inh: inhibition in a human VLA-4 binding assay. P13612. VLA-4 expressing cells, ligand binding flow cytometry. inhibition, % (about 7 µM as worked out from the volumes in the protocol). 330,000 tested, 0.2% active. AID 2557; in the data active means inhibition above about 50%
RPL19A-GFP yeast: modulators of TOR pathway RPL19A-GFP in S. cerevisiae | S. cerevisiae RPL19A-GFP strain, flow cytometry, 3 h; active compounds read low | percent response vs DMSO, % at 10 µM | 330,000 tested, 0.3% active;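 active means percent response vs DMSO below 50%; inconclusive means fewer than 70 events counted for the yeast strain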;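 further: median channel GFP fluorescence of the barcoded RPL19A-GFP strain; ratio of sample median GFP to plate DMSO average so 100% = DMSO; lower means less RPL19A-GFP as with rapamycin TOR inhibition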
AGP1 TOR yeast: yeast TOR pathway AGP1-GFP modulation | GFP response vs DMSO, % at 10 µM | 320,000 tested, 0.02% active | S. cerevisiae AGP1-GFP multiplex flow cytometry, 3 h; GFP as percent of DMSO wells;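 active means GFP response relative to DMSO above a set limit, near screen average plus 3 SD, cut at about 150% in these data; inconclusive means fewer than 70 cells counted for the yeast strain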;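 further: median GFP channel fluorescence of the gated AGP1 strain per well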
LAP4-GFP MLPCN: yeast TOR pathway LAP4-GFP modulation | S. cerevisiae LAP4-GFP multiplex, flow cytometry GFP, 3 h; median GFP as percent of DMSO wells | GFP response vs DMSO, % at 10 µM | 320,000 tested, 0.34% active;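 active means GFP response vs DMSO above a set limit, about the screen mean plus 3 SD, cut at about 150% in these data; inconclusive means under 70 cell events counted for the yeast strain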
MEP2 TOR yeast: alters MEP2-GFP fluorescence in TOR pathway yeast screen; AID 2016; 330,000 tested, 0.51% active; GFP response vs DMSO, % at 10 µM; S. cerevisiae MEP2-GFP strain, flow cytometry GFP, 3 h; 100% = DMSO control level;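 active means GFP response versus DMSO above a set limit, roughly screen mean plus 3 SD, cut at about 180% in these data; inconclusive means fewer than 70 cells counted for a yeast strain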;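 further: median GFP fluorescence of the barcode-gated MEP2-GFP cells per well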
GRK2 aptamer HTS: human GRK2 inhibition via aptamer displacement | P25098 | bead flow cytometry, FAM-aptamer displacement from GRK2 | inhibition of aptamer binding, % at 10 µM | 330,000 tested, 0.59% active | AID 488847;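 active means inhibition of aptamer binding above 40%, roughly 3 SD of noise, on plates passing a quality check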;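 further: median bead fluorescence of bound FAM aptamer so fluorescent compounds give negative values; no value below 0 was filed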
Target sequence (P25098 whole entry, looked up): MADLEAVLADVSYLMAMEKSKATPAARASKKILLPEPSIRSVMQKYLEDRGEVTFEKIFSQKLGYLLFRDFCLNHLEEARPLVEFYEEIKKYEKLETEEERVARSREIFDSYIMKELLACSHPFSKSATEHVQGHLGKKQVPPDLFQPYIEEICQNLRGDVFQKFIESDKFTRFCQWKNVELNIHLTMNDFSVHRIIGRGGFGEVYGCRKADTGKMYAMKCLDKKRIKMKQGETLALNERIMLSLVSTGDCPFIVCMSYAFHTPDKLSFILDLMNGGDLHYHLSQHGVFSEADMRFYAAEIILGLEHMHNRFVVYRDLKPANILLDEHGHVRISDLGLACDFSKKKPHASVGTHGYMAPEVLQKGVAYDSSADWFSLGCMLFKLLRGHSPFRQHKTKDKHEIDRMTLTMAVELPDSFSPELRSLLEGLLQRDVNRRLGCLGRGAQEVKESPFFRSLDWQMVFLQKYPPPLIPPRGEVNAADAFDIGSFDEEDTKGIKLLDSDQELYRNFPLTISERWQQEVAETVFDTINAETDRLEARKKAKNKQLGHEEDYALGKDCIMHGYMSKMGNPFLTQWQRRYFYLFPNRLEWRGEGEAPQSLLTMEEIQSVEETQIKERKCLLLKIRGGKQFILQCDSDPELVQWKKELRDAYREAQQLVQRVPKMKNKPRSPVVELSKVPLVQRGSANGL
CIT2-GFP yeast: yeast TOR pathway CIT2-GFP modulation. S. cerevisiae CIT2-GFP strain, flow cytometry, 3 h; 100 means same as DMSO wells. 320,000 tested, 0.065% active. GFP response vs DMSO, % at 10 µM;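 active means GFP response relative to DMSO above a set limit, near the screen mean plus 3 SD, cut at about 150% in these data; inconclusive means Fewer than 70 cells measured for a yeast strain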;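 further: ratio of well median GFP fluorescence to mean of DMSO wells on the plate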
Yeast superoxide: lowers age-related superoxide in aged yeast cells; S. cerevisiae aged cells, superoxide DHE fluorescence; active compounds read low; superoxide response (% of plate mean), % at 10 µM; 330,000 tested, 0.18% active; AID 2690;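 active means superoxide response under a set limit, about three screen SD below normal, cut at about 65% in these data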;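 further: yeast aged for seven days with compound at 30 °C before DHE staining; 100% = average MFI of all compound-treated wells on the plate with controls excluded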
An asterisk follows results filed as active; ? = inconclusive; / = no result given; [ ] = remark or other dose.

SMILES	VLA-4 inh	RPL19A-GFP yeast	AGP1 TOR yeast	LAP4-GFP MLPCN	MEP2 TOR yeast	GRK2 aptamer HTS	CIT2-GFP yeast	Yeast superoxide
O=S(=O)(c1ccc2oc3ccccc3c2c1)N1CCCC1	24	?	?	?	?	2	?	96
O=C(OCC(=O)N1CCN(c2ccccc2)CC1)C1=COCCO1	-2	106	106	97	102	0	106	97
CN1C(=O)c2ccccc2N(C)C1c1ccc(F)cc1 (stereo unspecified)	0	103	105	95	101	0	104	98
COc1cc(OC)cc(C(=O)N(CN2CCCC2=O)c2ccccc2OC)c1	6	101	104	107	103	0	98	102
CCc1ccc2[nH]c(=O)c(CN(CCO)C(=O)NCc3ccccc3)cc2c1	0	99	102	100	102	0	101	102
COc1ccc(Cl)cc1NC(=O)COC(=O)Cc1cc(OC)c(OC)c(OC)c1	4	92	95	95	92	1	104	100
CCn1c(SC(C)C(=O)NC2CCCc3ccccc32)nnc1-c1cccs1 (stereo unspecified)	-8	91	102	98	99	2	99	101
CC1(C)COCN1C(=O)c1ccc(Cl)c(Cl)c1	7	105	102	97	101	2	104	111
O=C1C=CN2CCCC2CC1 (stereo unspecified)	3	97	103	99	98	0	96	88
CC(NCC(=O)Nc1ccccc1C(=O)NC1CC1)c1ccccc1Cl (stereo unspecified)	4	103	103	103	103	0	97	103
CCC(C)c1ccc(NC(=S)NCCn2cc(Cl)cn2)cc1 (stereo unspecified)	7	93	94	98	92	0	88	97
O=C(O)c1ccc(N2C(=O)c3[nH]nc(-c4ccccc4)c3C2c2ccccc2)cc1 (stereo unspecified)	-4	98	97	99	90	0	97	108
COc1ccc(S(=O)(=O)N2CCOCC2)cc1NC(=O)c1cc(C)oc1C	19	92	93	87	93	0	93	90
CCCCNS(=O)(=O)c1ccc(NC(=O)C2CCCO2)cc1 (stereo unspecified)	-6	96	112	129	111	4	114	99
CC(=O)c1cc(F)c(N2CCN(C(=O)c3ccco3)CC2)cc1C	-3	100	102	114	105	1	98	102
COc1ccc(N(C(=O)C2CCCCC2)C2C=CS(=O)(=O)C2)c(OC)c1 (stereo unspecified)	-21	106	95	88	109	0	101	126
Cc1ccc(C(=O)N2CCN(S(=O)(=O)c3ccc(Br)cc3)CC2)o1	-14	100	102	101	101	3	107	100
Cc1ccc(OCCSc2cc(C)nc(N)n2)cc1	16	102	103	122	106	84*	106	92
Nc1nnc(-c2cccc([N+](=O)[O-])c2)o1	-1	100	102	105	97	0	98	96
Cc1ccccc1C(=O)c1cccn1CC(=O)NCc1ccc(Cl)cc1	2	94	95	94	99	0	97	120
CC1CC(C)(C)CC2(C1)NC(=O)N(CC(=O)NCCc1c[nH]c3ccccc13)C2=O (stereo unspecified)	5	105	96	91	103	0	96	93
Cc1cc(C)n2nc(C(=O)Nc3c(C)nn(Cc4ccc(F)cc4)c3C)cc2n1	-6	99	98	103	97	2	104	105
COc1cc([N+](=O)[O-])ccc1NC(=O)CSc1nccn1C	0	104	114	112	104	12	111	115
Cc1cc(NC(=O)CSc2nnc(C)n2-c2ccccc2)no1	2	96	99	105	94	2	100	96
CC(=O)NCCc1cc2cc(C)c(C)cc2[nH]c1=O	7	/	94	90	100	1	98	101
Cc1cc(N(C)C)c(C#N)c(N2CCOCC2)n1	-8	98	100	100	108	0	105	109
CCOc1ccc(NC(=O)CN(C)C(=O)CN2C(=O)C3CC=CCC3C2=O)cc1OCC (stereo unspecified)	20	96	104	105	101	0	100	98
CC(C)=CC(=O)N1CCC(N2CCC(C(=O)N3CCOCC3)CC2)CC1	9	94	97	100	96	11	102	92
O=C1CC(N2CCN(c3ccccn3)CC2)C(=O)N1CC(c1ccccc1)c1ccccc1 (stereo unspecified)	4	96	100	98	96	1	100	106
Cc1cccn2c(=O)c3cc(S(=O)(=O)c4ccc(F)cc4)c(=N)n(Cc4ccco4)c3nc12	-6	97	95	103	97	2	81	94
CC(C)(C)C(=O)Nc1ccc(-c2nnc3n2CCCCC3)cc1	5	110	100	91	111	0	100	104
COc1cc(/C=N/NC(N)=O)ccc1OC(=O)c1ccco1	21	108	105	97	107	1	105	110
Cc1ccnc(NC(=O)C2(c3cccs3)CCOCC2)c1	-2	117	108	103	111	0	104	95
COc1cccc(/C=C2\CC(C)Cc3c2nc2ccccc2c3C(=O)O)c1OC (stereo unspecified)	22	97	103	101	103	1	100	92
CC1=C(c2ccccc2)[N+](=O)C2(CCCCC2)N1[O-]	11	106	99	118	113	3	96	99
CCCCS(=O)CC(COCc1ccccc1)OC(=O)CSc1nc(C)cc(C)n1 (stereo unspecified)	-3	105	107	102	106	3	105	107
CCOC(=O)C1CCN(C(=O)C2CCN(S(=O)(=O)c3ccc4ccccc4c3)CC2)CC1	2	104	96	98	99	2	110	108
COc1ccc(/C=N/n2c(C)nc3sc(C)c(C)c3c2=O)cc1OC	14	100	97	103	95	6	101	102
COc1cc2nc(CN3CCN(C(C)=O)CC3)[nH]c(=O)c2cc1OC	6	98	95	98	102	0	88	112
CCN(CC)c1ccc(/C=N/NC(=O)c2cc(C)nc3ccccc23)cc1	11	50[may fluoresce violet]	/	/	678*[may fluoresce violet]	0	/	105
O=C1/C(=C\c2cccnc2)SC(=S)N1c1ccc(F)cc1	35	95	95	112	89	4	84	87
COc1cc(CNc2nnnn2C)cc(OC)c1OC	2	104	108	103	111	1	109	106
O=C(Nc1cc(Cl)ccc1Cl)c1ccc(OC(=O)c2ccco2)cc1	14	100	104	105	104	0	102	95
COc1ccc(CN2C(=O)c3ccccc3C2C(=O)NC2CCC(C)CC2)c(OC)c1 (stereo unspecified)	0	103	108	107	111	1	104	96
CC(=O)Nc1ccc(NC(=O)CSc2nccn2Cc2ccc(Cl)cc2)cc1	-1	101	117	128	104	0	109	91
O=C(NCCS(=O)(=O)NCC1CCCO1)c1ccccc1 (stereo unspecified)	7	105	106	99	107	3	101	105
CCN(CC)S(=O)(=O)c1cccc(NC(=O)COC(=O)c2cccs2)c1	3	89	111	112	94	2	91	98
CC(=O)c1ccc(OCc2cc(=O)n3ccsc3n2)cc1	0	104	107	99	92	1	105	86
Cc1cccc(/N=C/c2c(C)[nH]n(-c3ccccc3)c2=O)n1	-3	100	92	97	107	1	92	124
CC(C)NC(=O)/C(=C/c1cn(-c2ccccc2)nc1-c1cccc([N+](=O)[O-])c1)NC(=O)c1ccccc1	5	97	101	93	98	4	99	112
CC(C)(C)C(=O)CSc1nc2ccccc2o1	3	84	81	84	90	0	79	99
COc1ccc(Cl)cc1Nc1cc(C)nc2nc(C)nn12	29	102	110	110	106	0	106	95
Oc1ccccc1N1CCN(c2ncnc3scc(-c4ccccc4)c23)CC1	5	103	99	109	100	0	95	83
COc1ccc(C(=O)NNC(=S)NC(=O)c2ccc(Br)o2)cc1OC	1	102	105	111	104	4	95	116
CCc1nnc(NC(=O)[C@@H](NC(=O)c2ccc(OC)cc2)C(C)C)s1	-1	101	108	106	109	4	108	98
O=C(CN1CCN(C(=O)C2CCCO2)CC1)Nc1ccc(Cl)c(Cl)c1 (stereo unspecified)	-3	98	96	99	100	2	99	105
CCCCn1c(SCC(=O)NCc2cccs2)nc2c1c(=O)n(C)c(=O)n2C	8	101	100	104	104	0	92	104
CCOC(=O)CSc1nc2sc3c(c2c(=O)n1-c1ccccc1)CCN(C(C)C)C3	0	103	91	95	105	0	99	110
CN(CC(=O)Nc1cccc(F)c1)C(=O)c1cccc2ccccc12	0	103	110	122	111	2	103	94
Cc1ccccc1-n1c(SC2CCOC2=O)nnc1-c1ccncc1 (stereo unspecified)	17	97	102	100	105	1	105	103

The listing continues:
SMILES	VLA-4 inh	RPL19A-GFP yeast	AGP1 TOR yeast	LAP4-GFP MLPCN	MEP2 TOR yeast	GRK2 aptamer HTS	CIT2-GFP yeast	Yeast superoxide
COc1cc(/C=N/N=C2/NC(=O)C(Cc3ccccc3)S2)ccc1O (stereo unspecified)	-8	104	119	93	105	1	114	114
CCOC(=O)C1CCN(c2ccc([N+](=O)[O-])cc2)CC1	-6	99	90	100	89	0	90	85
O=C(C[n+]1ccc2c(c1)nnn2-c1ccccc1)c1ccc(Cl)cc1	17	93	100	102	96	0	91	112
O=C(CN(Cc1ccccc1)S(=O)(=O)c1ccc(Cl)cc1)NCC1CCCO1 (stereo unspecified)	-3	100	96	101	110	1	106	111
CN1c2ccccc2C(C)(C)C12C=Nc1c(ccc3ccccc13)O2 (stereo unspecified)	13	96	97	97	92	2	98	110
Cc1cc(C(=O)N/N=C/c2ccc(Cl)c([N+](=O)[O-])c2)c(C)n1-c1ccc(F)cc1	-2	96	93	100	97	0	86	92
CN1C(=O)C(O)(CC(=O)/C=C/c2ccco2)c2cc(Br)ccc21 (stereo unspecified)	-2	101	100	90	99	0	100	99
Cc1ccc(CNC2CCCCC2)s1	2	86	80	77	85	0	82	89
N#C/C(=C(/O)CN1CCN(c2ccccc2F)CC1)c1nc(-c2ccc(Cl)cc2)cs1	-4	97	105	95	103	4	107	102
Cc1cc(C(C)(C)C)oc1C(=O)OCC(=O)NC1CCCCC1	3	94	103	98	92	1	98	95
CCOc1ccc(S(=O)(=O)N2CCCC(C(=O)NCc3ccccc3)C2)cc1 (stereo unspecified)	11	103	99	94	99	3	98	104
O=C(Nc1cc2cc([N+](=O)[O-])ccc2oc1=O)c1cccs1	1	93	95	102	96	3	97	97
O=C(COC(=O)C1CCN(c2ccc(C(F)(F)F)cn2)CC1)Nc1cccc(F)c1	-2	97	95	152*	101	0	87	103
CCOC(=O)c1cccc(NC(=O)C2CCCN(S(=O)(=O)c3cnc[nH]3)C2)c1 (stereo unspecified)	-14	101	102	93	94	3	103	98
COC(=O)c1sccc1NC(=O)CSc1ccccc1NS(=O)(=O)c1ccc(F)cc1	5	99	91	89	87	1	94	97
CCOc1ncccc1C(=O)NCc1ccc(OC)cc1	5	100	97	95	104	9	95	96
O=C(NCC(c1ccc(F)cc1)N1CCOCC1)c1ccc([N+](=O)[O-])o1 (stereo unspecified)	9	99	89	86	92	3	95	145
N#C/C(=C(/O)CCCl)c1ccccn1	3	105	73	95	107	3	104	75
CCOC(=O)/C=C(\C)Nc1cc(C)nn1-c1ccccc1	32	95	100	97	97	1	96	99
Cc1cccc(N(CC(=O)N2CCCC2)S(=O)(=O)c2ccccc2)c1	0	88	19[may fluoresce violet]	99	118	1	?	111

Entries above containing a cyano group (3):
SMILES	VLA-4 inh	RPL19A-GFP yeast	AGP1 TOR yeast	LAP4-GFP MLPCN	MEP2 TOR yeast	GRK2 aptamer HTS	CIT2-GFP yeast	Yeast superoxide
Cc1cc(N(C)C)c(C#N)c(N2CCOCC2)n1	-8	98	100	100	108	0	105	109
N#C/C(=C(/O)CN1CCN(c2ccccc2F)CC1)c1nc(-c2ccc(Cl)cc2)cs1	-4	97	105	95	103	4	107	102
N#C/C(=C(/O)CCCl)c1ccccn1	3	105	73	95	107	3	104	75

Continued.
SMILES	VLA-4 inh	RPL19A-GFP yeast	AGP1 TOR yeast	LAP4-GFP MLPCN	MEP2 TOR yeast	GRK2 aptamer HTS	CIT2-GFP yeast	Yeast superoxide
COc1ccc(Cc2nnc(NS(=O)(=O)c3ccc(Cl)cc3)s2)cc1OC	8	99	96	97	96	0	88	103
Cc1ccc(S(=O)(=O)NCC(=O)OCC(=O)NC2CCCCC2)cc1	20	111	111	117	99	0	112	87
CC1(C)CCN2CCC(C)(C)c3c(O)ccc1c32	-222	113	107	164*	234*	0	191*	101
O=S(=O)(c1cccc2c(S(=O)(=O)N3CCCC3)cccc12)N1CCCC1	-1	95	88	89	95	4	95	96
